High-throughput results deposited in PubChem BioAssay by Sanford-Burnham Center for Chemical Genomics.
H9c2 TAG inh: inhibitors of triacylglycerol accumulation; H9c2 cells, Nile Red lipid (TAG) fluorescence; cells loaded with 200 µM oleic acid; inhibition, % at 12.5 µM; 230,000 tested, 0.66% active;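 active = pattern-corrected inhibition of lipid staining of at least 50% with the nuclear-stain viability signal not falling by more than 50%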;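 also: 0% = DMSO wells and 100% = triacsin C control wells; some results filed as inactive read as strong as hits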
H9c2 TAG inh DAPI viability: also measured in H9c2 TAG inh; calls as there; DAPI nuclei signal change (viability), lower = more cytotoxic, %;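 whole-well DAPI fluorescence read on a plate reader as a viability signal; minus 50 percent equals half of cells still viable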
* = called active by the depositor. Some of the compounds tested; rates above refer to the full screens.

SMILES	H9c2 TAG inh	H9c2 TAG inh DAPI viability
Cc1ccc(C(c2nnnn2C2CCCC2)N2CCN(c3nc4ccccc4s3)CC2)cc1 (stereo unspecified)	-22	2
CC(=O)c1cc(C#N)c(N(C)Cc2ccccc2)nc1C	-15	-5
COc1ccccc1CCNC(=O)C(=O)NCC1OCCN1S(=O)(=O)c1cc(F)ccc1F (stereo unspecified)	11	-12
Clc1ccc(-c2nnc(C3CCCCC3)o2)cc1	0	-4
O=C(O)CCCC(=O)Nc1ccc(-n2ccc(C(F)(F)F)n2)cc1	-1	-1
COc1cccc(N(C(=O)Cn2nnc(-c3cccs3)n2)C(C(=O)NC2CCCCC2)c2ccncc2)c1 (stereo unspecified)	-12	1
Cc1cc(NC(=O)CN2CCCCC2C)no1 (stereo unspecified)	-11	8
CC(=O)c1ccc(NC(=O)N2CCN(c3cccc(Cl)c3)CC2)cc1	10	-1
COC(=O)c1cccc(-n2[nH]nnc2=S)c1	13	-3
Cc1ccc2c(c1)N(C(C)C(=O)NCc1ccc3c(c1)OCO3)C(=O)CO2 (stereo unspecified)	-2	2
CC(=O)c1ccc(C(=O)N2CCCC(C(=O)c3ccc(Cl)cc3)C2)s1 (stereo unspecified)	10	-4
COc1ccccc1CNc1nc(NCc2ccc(NC(C)=O)cc2)c2sccc2n1	-9	7
CCOc1ccc(C(=O)NCC(=O)OCC(=O)Nc2nnc(-c3ccccc3)o2)cc1	-4	-5
Cc1cc(C)n(CCCN2C(=O)c3cccc4cccc(c34)C2=O)n1	-2	-7
O=C(CSc1nnc(CNC(=O)c2c(F)cccc2F)o1)Nc1ccc2c(c1)OCO2	-21	-4
O=[N+]([O-])c1cc(-c2ccc(/C=N/n3cnnc3)o2)ccc1Cl	5	-5
CN(C)c1ccc(C(=O)C=Cc2ccc([N+](=O)[O-])cc2)cc1	0	0
COc1ccc(NC(=O)CN(C)C(=O)C(NC(=O)c2ccco2)C(C)C)cc1 (stereo unspecified)	3	-2
Cn1c(=O)oc2cc(S(=O)(=O)NCCN3CCN(c4ccccc4)CC3)ccc21	7	4
CC(C)N1CCN(Cc2ccc(OCc3ccccc3)cc2)CC1CCO (stereo unspecified)	29	-5
C=CCNC(=O)/C(=C/c1cccc([N+](=O)[O-])c1)NC(=O)c1ccco1	-13	5
Cc1cs/c(=N\N=C\c2ccc(O)cc2)n1Cc1ccco1	-2	-4
CC(=O)NC(c1cccc(F)c1)c1nc(-c2ccc(N(C)C)cc2)cs1 (stereo unspecified)	2	6
CC(NCc1ccc(OCc2ccc(Cl)cc2)cc1)C(O)c1ccccc1 (stereo unspecified)	30	-2
Cc1cnc(C(=O)N2CCCC(C(=O)c3ccc(Cl)cc3C)C2)cn1 (stereo unspecified)	5	-3
COc1ccccc1-c1n[nH]c(=S)n1-c1ccccc1	-17	4
Cc1cc(NC(=O)COc2ccc3ccccc3c2Br)no1	-4	54
O=c1c2cc3c(nc2[nH]c(=S)n1-c1ccccc1)CCCC3	-9	4
Cc1ccc(S(=O)(=O)N2CCN(C(=O)Cn3c(=O)oc4ccccc43)CC2)c(C)c1	5	-4
COc1cc(C(=O)NC(=S)Nc2ccc([N+](=O)[O-])cc2C)cc(OC)c1OC	9	3
N#C/C(=C(/O)c1ccc([N+](=O)[O-])cc1)c1nnc2n1CCCCC2	0	-4
CCc1ccccc1Oc1nc(NCc2ccccc2)nc2ccsc12	3	-3
CCOc1ccc(-n2cc(C(=O)Nc3cccc(OC)c3)c3cc(OC)c(OC)cc3c2=O)cc1	7	12
O=C(O)c1ccccc1C1=Nc2ccc(O)cc2Oc2cc(O)ccc21	-1	-1
Cc1c(Cl)cnc(NC(=O)COC(=O)c2ccc(S(=O)(=O)NCc3ccco3)cc2)c1Cl	-13	-1
Cn1nnnc1SCC(=O)NCc1cc([N+](=O)[O-])ccc1O	-2	1
O=C(Cc1coc2ccc3ccccc3c12)Nc1nccs1	52*	-3.2*
CCNC(=O)CC1C(=O)N(c2ccc(F)cc2)C(=S)N1CCc1ccncc1 (stereo unspecified)	-9	8
COc1cccc2c(=O)c3c(oc12)CCCC3	6	2
O=C(Nc1ccccc1N1CCOCC1)c1cc(Br)c(Br)s1	0	0
COCCNC(=O)C(c1cccc(OC)c1)N(Cc1cccs1)C(=O)Cn1nnc2ccccc21 (stereo unspecified)	9	-9
COc1ccccc1C(CNC(=O)C1COc2ccccc2O1)N1CCCC1 (stereo unspecified)	0	7
COc1cc(-c2nc3ccccn3c2/N=C/c2cccc(OC)c2O)ccc1O	-6	17
CCN(CC)C(=O)c1cccc(-c2csc(C(O)c3cccc(OC)c3)n2)c1 (stereo unspecified)	-9	1
CCCCN(C(=O)Cn1nnc2ccccc21)C(C(=O)NCCOC)c1ccc(OC)cc1OC (stereo unspecified)	10	-11
Cc1cc(Cl)ccc1NC(=O)C1COc2ccccc2O1 (stereo unspecified)	-14	6
O=C(CSCc1nc2c(nnn2Cc2ccc(F)cc2)c(=O)[nH]1)Nc1cccc(C(F)(F)F)c1	3	-6
CC(=O)c1cc(-c2ccc(F)cc2)n(CC(=O)NCc2cccs2)c1C	7	11

A draw from above in order of length of the SMILES, smallest number first.
SMILES	H9c2 TAG inh	H9c2 TAG inh DAPI viability
COc1ccccc1C(CNC(=O)C1COc2ccccc2O1)N1CCCC1 (stereo unspecified)	0	7
CCNC(=O)CC1C(=O)N(c2ccc(F)cc2)C(=S)N1CCc1ccncc1 (stereo unspecified)	-9	8
O=C(CSCc1nc2c(nnn2Cc2ccc(F)cc2)c(=O)[nH]1)Nc1cccc(C(F)(F)F)c1	3	-6

(more compounds)
SMILES	H9c2 TAG inh	H9c2 TAG inh DAPI viability
O=P(NCc1ccccc1)(OCc1ccccc1)OCc1ccccc1	-23	2
O=C(CCc1nc(-c2ccc(Cl)cc2)no1)NCc1ccccc1CN1CCOCC1	-9	4
COc1cccc(-c2nc(N3CC(C)CC(C)C3)c3ccccc3n2)c1O (stereo unspecified)	30	-13
C=CCN1C(=O)C(CC(=O)Nc2ccccc2)N(Cc2ccccn2)C1=S (stereo unspecified)	5	-11
COc1ccccc1OCC(=O)Nc1ccc(N2CCOCC2)cc1N1CCOCC1	-18	2
COc1ccc(CNC(=O)CCN2C(=O)c3ccncc3C2=O)cc1OC	-1	2
CC(=O)/C(N=Nc1cccc(C(F)(F)F)c1)=C(\C)O	-3	-1
CCCCCN(C(=O)CCC(=O)OCc1cccc(C)c1)c1c(N)n(CCCC)c(=O)[nH]c1=O	10	-4
CCc1ccc(CN2C(=O)c3ccccc3C2C(=O)NCc2cccnc2)cc1 (stereo unspecified)	-1	-7
CC(=O)Nc1nonc1NC(C)=O	5	-1
CCc1ccccc1NC(=S)N(CCN(C)C)C(C)c1cccnc1 (stereo unspecified)	2	-4
CCOC(=O)c1nn(-c2ccccc2)c2nc(Nc3ccccc3)cc(=O)n12	4	8
O=[n+]1cc(-c2ccccc2)n([O-])c2c1CCC2	0	7
Cc1ccnc(NC(=O)c2ccc(S(=O)(=O)N3CCCCCC3)cc2)c1	19	-11
COc1ccc(Br)cc1C(=O)Nc1ccc(C(=O)NCC(C)C)cc1	12	-9
CCCN(CC(=O)Nc1ccccc1C)C(=O)Cc1n[nH]c(=O)c2ccccc12	10	-12
COc1ccc(C(=O)NCCCc2ccccc2)cc1	-4	2
O=c1[nH]c2ccc([N+](=O)[O-])cc2[nH]1	0	0
O=C(c1ccc(CSCc2ccccc2F)o1)N1CCN(c2ccc(N3CCOCC3)nn2)CC1	7	2
COc1cc2cc(CCCOC(=O)CCC(=O)O)oc(=O)c2cc1OC	3	-1
CCC(=O)Nc1cc(=O)[nH]c2nc(-c3ccc(Cl)cc3)nn12	0	-1
COc1ccc(C(=O)NCCn2cc(SCC(=O)Nc3cc(C)on3)c3ccccc32)cc1OC	-6	-7
O=C(Nc1ccnn1C1CCN(C(=O)c2cccnc2)CC1)c1cccc(F)c1	9	4
COc1ccc(C(=O)Nc2cccc(NC(C)=O)c2)cc1	-5	2
CSc1nnc(CNC(=O)c2ccccc2)n1-c1ccc(F)cc1	-4	6
COc1ccc(C(=O)Cn2c(C(=O)/C=C/c3ccccc3)nc3ccccc32)cc1	22	-18
O=C1CC/C=C\C[C@@H](CC(=O)N(CCO)Cc2ccccc2)C(=O)N2CCC[C@H]2CO1	-6	-9
CC(=O)Nc1ccc(NS(=O)(=O)c2cc([N+](=O)[O-])ccc2C)cc1	-1	12
S=C1CCC(c2ccc(Br)cc2)=NN1c1ccccc1	0	-5
Cc1ccc(-c2ccc(/C=C(\C#N)C(N)=S)n2C)cc1	-2	-2
Cc1ccc2nc(SCC(=O)c3ccccc3)nc(=O)n2c1	1	-4
COc1ccccc1C(C(C(=O)c1ccccc1)N1CCOCC1)N1CCOCC1 (stereo unspecified)	1	-5
CC(C)C[C@H](NC(=O)c1nc[nH]c1C(=O)NC1CCNCC1)C(=O)OC(C)(C)C	18	-6
COc1ccc(CNC(=O)N[C@@H](CC(C)C)C(=O)O)cc1OC	1	0
O=C(c1ccc2oc(Cc3ccc(Cl)cc3)nc2c1)N1CCCCC1CCO (stereo unspecified)	12	-10
O=C(Cn1ncc2c(=O)oc3ccccc3c21)N(Cc1ccco1)C1CCCCC1	1	3
COc1ccc(-c2[nH]ncc2CN2CCCO2)c(F)c1	1	-7
Cc1csc2nc(CNC(=O)c3ccco3)cn12	5	-2
O=C(/C=C/c1cccc(F)c1)OCC(=O)N1CCCc2ccccc21	9	21
COc1cccc(CNC(=O)c2cccnc2Sc2ccccc2)c1	14	-5
COc1ccccc1NS(=O)(=O)c1cccc2nsnc12	3	2
C/C(=N\O)c1c(C)c2ccccc2n1C	-1	9
Oc1ccccc1Nc1nc(NCC2CCCO2)c2ccccc2n1 (stereo unspecified)	13	-1
CC(Sc1nnc(Nc2ccccc2F)s1)C(=O)NC1CC1 (stereo unspecified)	-10	-6
COc1ccc(N(CC(=O)O)S(=O)(=O)c2ccccc2[N+](=O)[O-])c(OC)c1	-3	1
CCOC(=O)c1nn(-c2ccccc2C)c(=O)cc1OCC(=O)N1CCN(c2ccccc2)CC1	5	3
CC1(C)CC(=O)C(C(C2=C(O)CC(C)(C)CC2=O)c2ccc(Cl)c([N+](=O)[O-])c2)C(=O)C1 (stereo unspecified)	11	-1
Cc1csc(=O)n1CCC(=O)N(C)Cc1c(F)cccc1Cl	-22	-4
CCSc1nnc(NC(=O)c2ccc(S(=O)(=O)N(C)C)cc2)s1	3	-4
Cc1ccc(C2=NN(C(=O)c3cccs3)C(c3ccccc3O)C2)cc1 (stereo unspecified)	17	-4
O=C(NNC(=O)C1CC1c1ccccc1)c1ccccc1F (stereo unspecified)	-34	-2
O=C(COc1cccc(NC(=O)c2ccccc2)c1)c1ccccc1	-10	-4
CC1CCc2c(sc(NS(=O)(=O)c3ccccc3)c2C(=O)OC(C)C)C1 (stereo unspecified)	-25	-4
CCOC(=O)N1CCN(c2nc(C(F)(F)F)nc3c(C)cc(C)cc23)CC1	1	-5
CC(C)N1CCN(C2CSCCSC2)CC1CCO (stereo unspecified)	4	-6
Cc1cccn2c(=O)nc(SCC(=O)N3CCN(c4ccccc4)CC3)nc12	5	4
CCOC(=O)c1cocc1C(=O)O	1	-8
CCCN1C(=O)C2(C(C(=O)c3ccc(C)o3)=C(O)C(=O)N2CCCOC)c2ccccc21 (stereo unspecified)	-15	1
O=C(NNC(=O)c1ccccc1-c1ccccc1C(=O)O)c1ccccc1	4	4
CN(C(=O)COc1ccccc1)C1CCS(=O)(=O)C1 (stereo unspecified)	2	-4
Continuation:
SMILES	H9c2 TAG inh	H9c2 TAG inh DAPI viability
CN1CCc2ccc(NC(=O)c3ccc(C(F)(F)F)cc3)cc2C1	-10	180
CCOC(=O)c1c(C)[nH]c(C)c1C(=O)COC(=O)CNC(=O)c1ccc(OCC)cc1	-5	3
COc1ccc(-c2csc(C(NC(C)=O)c3ccccc3)n2)cc1 (stereo unspecified)	2	-8
Cc1ccc(S(=O)(=O)N2CCN(C(=O)COC(=O)COc3cccc(C(F)(F)F)c3)CC2)c(C)c1	10	1
COc1ccccc1OCC(=O)N(Cc1nnc(-c2ccccc2Cl)o1)C1CC1	-3	-1
NS(=O)(=O)c1ccc(CNC(=O)Cc2c(F)cccc2Cl)cc1	-5	1
Cc1cccc(N2C(=S)NC3c4ccccc4OC2(C)C3C(=O)N(C)C)c1 (stereo unspecified)	-1	1
COc1ccc(-c2c(-c3cc(OC)cc(OC)c3)n(C)c3ccc(Br)cc23)cc1	-11	-6
COc1cc(C(=O)NNC(=O)c2ccccc2Br)ccc1OCC(=O)N1CCOCC1	-3	-2

In the list so far, 15 contain a Cl atom:
SMILES	H9c2 TAG inh	H9c2 TAG inh DAPI viability
Clc1ccc(-c2nnc(C3CCCCC3)o2)cc1	0	-4
CC(=O)c1ccc(NC(=O)N2CCN(c3cccc(Cl)c3)CC2)cc1	10	-1
CC(=O)c1ccc(C(=O)N2CCCC(C(=O)c3ccc(Cl)cc3)C2)s1 (stereo unspecified)	10	-4
O=[N+]([O-])c1cc(-c2ccc(/C=N/n3cnnc3)o2)ccc1Cl	5	-5
CC(NCc1ccc(OCc2ccc(Cl)cc2)cc1)C(O)c1ccccc1 (stereo unspecified)	30	-2
Cc1cnc(C(=O)N2CCCC(C(=O)c3ccc(Cl)cc3C)C2)cn1 (stereo unspecified)	5	-3
Cc1c(Cl)cnc(NC(=O)COC(=O)c2ccc(S(=O)(=O)NCc3ccco3)cc2)c1Cl	-13	-1
Cc1cc(Cl)ccc1NC(=O)C1COc2ccccc2O1 (stereo unspecified)	-14	6
O=C(CCc1nc(-c2ccc(Cl)cc2)no1)NCc1ccccc1CN1CCOCC1	-9	4
CCC(=O)Nc1cc(=O)[nH]c2nc(-c3ccc(Cl)cc3)nn12	0	-1
O=C(c1ccc2oc(Cc3ccc(Cl)cc3)nc2c1)N1CCCCC1CCO (stereo unspecified)	12	-10
CC1(C)CC(=O)C(C(C2=C(O)CC(C)(C)CC2=O)c2ccc(Cl)c([N+](=O)[O-])c2)C(=O)C1 (stereo unspecified)	11	-1
Cc1csc(=O)n1CCC(=O)N(C)Cc1c(F)cccc1Cl	-22	-4
COc1ccccc1OCC(=O)N(Cc1nnc(-c2ccccc2Cl)o1)C1CC1	-3	-1
NS(=O)(=O)c1ccc(CNC(=O)Cc2c(F)cccc2Cl)cc1	-5	1
